# Screening results from PubChem BioAssay.
# aGlu spleen mod = inhibits or activates alpha-glucosidase in human spleen homogenate | human spleen homogenate, 4-MU-alpha-glucoside fluorescence | Potency, µM (top dose mostly 79.9 µM), for the others: at the highest dose activity change, negative = inhibition, hits mostly inhibitors | 240,000 compounds, 0.006% hits | AID 2112;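 also: 0% = enzyme with vehicle and -100% = no enzyme basal signal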
#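 Enzyme source: human spleen homogenate, 1 ug/well. Buffer 50 mM citric acid/K phosphate pH 5.0, 0.01% Tween-20. 4-MU-alpha-glucoside 1 mM; 37 C x 40 min; NaOH/glycine stop; fluorescence.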
# GoLoco inh red = RGS12 GoLoco-Gai1 interaction inhibition | AID 880 | Potency, µM (titrated, usually from 61.6 µM), for the others: at the highest dose activity, negative = inhibition, hits mostly inhibitors | P63096 | Gai1:RGS12 GoLoco peptide FP, rhodamine, 10 min | 230,000 compounds, 0.44% hits; active = well fitted inhibition curve with a large enough effect, not every such curve was filed as active; inactive = no such curve, though single readings can be large or run the other way; also: % is scaled to controls: 0 for no effect and ±100 for the full control effect; nearly all actives have a fitted effect of over 30% in size; many of its hits are not listed in these tables
# Target sequence (P63096 whole entry, looked up): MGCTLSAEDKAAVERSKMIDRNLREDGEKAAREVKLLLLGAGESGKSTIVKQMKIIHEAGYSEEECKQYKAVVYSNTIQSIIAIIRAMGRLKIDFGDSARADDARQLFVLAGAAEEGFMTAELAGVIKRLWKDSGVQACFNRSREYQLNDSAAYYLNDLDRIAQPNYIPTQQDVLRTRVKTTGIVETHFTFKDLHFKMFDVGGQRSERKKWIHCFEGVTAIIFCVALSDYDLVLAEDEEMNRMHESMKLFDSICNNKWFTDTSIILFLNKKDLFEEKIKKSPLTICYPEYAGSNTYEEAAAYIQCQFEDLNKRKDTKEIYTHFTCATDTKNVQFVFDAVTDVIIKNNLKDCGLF
# GAA glycogen mod = alters human alpha-glucosidase cleavage of glycogen. recombinant GAA, glycogen substrate, Amplex Red glucose oxidase fluorescence. Potency, µM (series often up to 76.4 µM), inactives show top-dose activity change, negative = inhibition, actives largely listed as inhibitors. 300,000 compounds, 0.38% hits. AID 2100;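 also: 0% = full enzyme reaction and -100% = no-enzyme basal signal; the screen sought inhibitors and activators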
#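 Recombinant enzyme (4 nM final) with compounds titrated up to 77 uM and bovine liver glycogen (30 ug) in citrate pH 5.0, 0.01% Tween-20, 37 C 40 min. Released glucose detected by Amplex Red/glucose oxidase (Ex 573/Em 610); AC50 from Hill fits.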
# HTT cytoprotect = cytoprotection in Huntington HTT-Q103 PC12 cell model. PC12 HTT-Q103 induced, cytoprotection, ATP luminescence, 40 h. Potency, µM (titrated, usually from 56.4 µM), inactives show cytoprotection (ATP increase), usual class: activators. 230,000 compounds, 0.14% hits;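 also: % of control where 0% means no effect; nearly all actives have a fitted effect of over 45% in size; toxic huntingtin expression switched on by the ecdysone agonist tebufenozide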
#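 Compounds added alongside 100 nM tebufenozide, which induces toxic Q103 huntingtin exon 1-GFP in stable PC12 cells; surviving cells quantified by luminescent ATP measurement. Medium: phenol red-free DMEM, 5% equine and 5% calf serum.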
# HTT aggregate = inhibitors of mutant huntingtin aggregate formation in PC12 cells; PC12 HttQ103-GFP aggregates, Acumen cytometry, 40 h; Potency, µM (highest dose often 46.1 µM), for the others: at the highest dose activity change, negative = inhibition, actives largely listed as inhibitors; 220,000 compounds, 1.1% hits; AID 1688; also: % is scaled to controls: 0 for no effect and ±100 for the full control effect; nearly all actives have a fitted effect of over 60% in size
#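 PC12 cells with ecdysone-inducible HTT exon1 Q103-GFP, induced by 100 nM tebufenozide, given compounds in a concentration series. GFP aggregates (1–25 um, 6 SD above background) counted in lysates by laser-scanning cytometry, 488 nm excitation.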
# GAA inh = blocks human lysosomal alpha-glucosidase | P10253 | purified human GAA, 4-MU-alpha-glucoside fluorescence | Potency, µM (series often up to 76.9 µM), for the others: at the top dose activity change, negative = inhibition, most hits filed as inhibitors | 200,000 compounds, 0.005% hits | AID 1466;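 also: plate controls were uninhibited enzyme wells for no effect and no-enzyme background for full effect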
#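 Fluorescence at Ex 365/Em 440 nm from 4-methylumbelliferone reported enzyme activity after 20 min at room temperature. Reactions used 4 nM enzyme and 400 uM substrate at pH 5.0; curves fitted with the Hill equation.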
# IMPase Li cell = IMPase inhibition in cells with lithium potentiation. CHO-M1 cells, IP1 TR-FRET (IP-One), carbachol + lithium. 210,000 compounds, 0.35% hits. Potency, µM (titrated, usually from 59.4 µM), without a hit: top-dose activity, negative = IMPase inhibition, hits mostly inhibitors;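 also: IP1 builds up when IMPase is blocked and the TR-FRET signal falls; plate controls were basal vehicle for no effect and high inhibitor control for full effect; nearly all actives have a fitted effect of over 50% in size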
#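 CHO-M1, 2000 cells/well, 16–30 h culture; cpd + low Li+, 30 min 37C; lysis with d2-IP1/Eu-anti-IP1 Ab, 10 min RT; TR-FRET 665/620 ratio and 620 channel; AC50 via Hill.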
# * hit, by the source's call; ? = inconclusive; · = no result given; & = joins results of further samples; [ ] = dose if it differs, or a comment. Unless noted, calls follow the shape of the dose curve; as a rule, active = well fitted curve in the direction sought with a large enough effect; inconclusive = small, poorly fitted or top-dose-only effect, or another doubt; inactive = no such curve, though single readings can be large; an effect the other way counts as inactive or inconclusive. Potency is read from the fitted curve at half-maximal effect. A portion of the library, so the mix of outcomes need not match the whole.
SMILES,aGlu spleen mod,GoLoco inh red,GAA glycogen mod,HTT cytoprotect,HTT aggregate,GAA inh,IMPase Li cell
O=C(Nc1ccccc1NS(=O)(=O)c1ccc(F)cc1)C1CCCC1,2%,3%,3%,-40%,-4%,?,15%
COC(=O)C(CC(C)C)NC(=O)C(N)Cc1ccccc1 (stereo not drawn),-4%,-9%,6%,-8%,15%,2%,9%[38.3 µM]
Cc1n[nH]c(C)c1S(=O)(=O)N1CCc2ccccc21,-4%,·,4%,-21%,9%,0%,·
Cc1cccc(/C(N)=N/OC(=O)Cc2cccs2)c1,2%,17%,-11%,-9%,4%,?,1%[38.3 µM]
O=C(OCC1OC(n2cnc3c(N(C(=O)c4ccccc4)C(=O)c4ccccc4)ncnc32)C(O)C1F)c1ccccc1 (stereo not drawn),3%,5%,-2%,-22%,20%,-10%,-4%[38.3 µM]
CN1CCN(c2ncc3nc(-c4cc(F)cc(F)c4)c(=O)n(CCc4ccccc4)c3n2)CC1,4%,8%,·,-33%[inhibitor],·,·,14%
O=C(COC(=O)c1cccc(S(=O)(=O)NCc2ccccc2)c1)Nc1ccccc1OC(F)F,-3%,7%,-4%,0%,3%,-15%,7%[38.3 µM]
N#CC1CCCc2c1[nH]c1ccc([N+](=O)[O-])cc21 (stereo not drawn),7%,9%,·,9%[10 µM],12%[9.22 µM],·,·
Cn1c2ccccc2c2cnn(CC(=O)N3CCCCC3)c(=O)c21,-4%,1%,6%,13%[10 µM],12%[9.22 µM],·,·
Cc1cc([N+](=O)[O-])cc(/C=N\NC(=O)C2COc3ccccc3O2)c1O (stereo not drawn),2%,5%,1%,5%[10 µM],-12%[9.22 µM],·,·
COc1ccccc1/C=N/Nc1cc(N(C)C)nc(N(C)C)n1,-4%,-6%,-15%,-51%[inhibitor],-14%,-2%,17%
O=C(CCN1CCc2ccccc2C1)Nc1ccc(F)c(F)c1,-4%,13%,3%,7%[10 µM],-2%[9.22 µM],·,·
COC(=O)C1(C)NC(c2ccc(O)cc2)C2C(=O)N(c3ccc4c(c3)OCCO4)C(=O)C21 (stereo not drawn),7%,-4%,3%,8%,4%,-3%,-8%[38.3 µM]
Cc1ccc(C(C)(C)C)c(OCCCn2ccnc2)c1,-8%,5%,2%,8%[0.074 µM],-11%,-7%,9%
COc1ccc(CC(=O)Nc2cccc(-c3ccc4nnc(C)n4n3)c2)cc1,-9%,-2%,3%,-22%,5%,0%,-7%
COc1ccccc1CCn1cc(C#N)c(=O)[nH]c1=O,-3%,11%,4%,-5%[10 µM],4%[9.22 µM],·,·
COC(=O)C1=CN(C2CC2)C=C(C(=O)OC)C1c1ccccc1OC,?,11%,-9%,-2%,-8%,?,-13%[38.3 µM]
CCN1C(=O)C(O)(CC(=O)C(C)(C)C)c2cc(Br)ccc21 (stereo not drawn),2%,3%,25%,·,-1%,3%,5%
Cc1ccc(-n2ncc3c(=O)[nH]c(SCC(=O)N4CCCCC4)nc32)cc1,-13%,1%,-2%,-2%[10 µM],4%,1%,19%[38.3 µM]
C=C(Br)CN1CCN(CC(=C)Br)CC1,-7%,2%,0%,4%,2%,-5%,8%[38.3 µM]
CCCc1nn(C)c(C(=O)Nc2cccc(Cl)c2)c1Cl,-5%,0%,12%,·,-14%,-5%,10%
Cc1ccc(C(=O)Nc2nc3n(n2)C(c2ccccc2)CC(=O)N3)cc1 (stereo not drawn),-6%,8%,5%,3%[10 µM],14%[9.22 µM],·,·
CCCCN(Cc1cc2cccc(C)c2[nH]c1=O)S(C)(=O)=O,7%,4%,5%,15%[10 µM],23%[9.22 µM],·,·
CCOc1ccccc1NC(=O)Cn1c(=O)c2ccccc2n(CC)c1=O,-1%,9%,0%,7%[10 µM],-5%,-2%,1%
COc1cc(OC)c(NC(=O)CC(C)=O)cc1Cl,3%,-5%,-8%,·,7%,-2%,-10%
COc1ccc(-c2nc(-c3ccccn3)no2)cc1,12%,32%[activator],6%,-96%[inhibitor][10 µM],8%[9.22 µM],3%,-1%
Cc1ccccc1NC(=S)N1CCN(Cc2ccccc2)CC1,0%,-1%,-2%,·,-3%,-1%,-10%
Cc1ccc(-n2c(C)cc(C(=O)CN3CCCCC3)c2C)cc1,-7%,44%[activator],10%,6%[10 µM],2%,-4%,13%
CCOc1ccc2nc(NC(=O)Cn3cnc4c3c(=O)n(C)c(=O)n4C)sc2c1,-10%,12%,17%,-15%,-13%,0%,-4%[38.3 µM]
COc1ccc(OC)c(S(=O)(=O)n2ccnc2C)c1,0%,-5%,-8%,-3%,1%,-3%,20%[38.3 µM]
O=C(CCC(=O)Nc1nnc(C2CCCCC2)s1)NCC1CCCO1 (stereo not drawn),4%,0%,5%,·,14%,5%,-5%[38.3 µM]
COc1cccc(-c2cc3nc4c(c(N5CCC6(CC5)OCCO6)n3n2)CCCC4)c1,-5%,10%,-7%,-64%[inhibitor],?,-8%,40%[activator][38.3 µM]
Cc1cc(N)n2nc(C(F)(F)F)nc2n1,7%,32%[activator],4%,27%[10 µM],-10%[9.22 µM],-1%,7%
Cc1ccc(N/C=C(\[N+](=O)[O-])S(=O)(=O)c2ccccc2)cc1,2%,4%,3%,-44%,-6%,-1%,1%
CCOC(=O)C1(CCOc2ccccc2)CCN(Cc2cccs2)CC1,-8%,-5%,7%,-15%,-28%,-10%,18%
COc1ccc(NC(=O)N(CCC(C)C)C(C)c2ccccn2)c(OC)c1 (stereo not drawn),-1%,-5%,2%,-14%,2%,-5%[15.4 µM],38%[activator][38.3 µM]
Cc1cccc(CN2CCN(c3nc4nonc4nc3NC3CC3)CC2=O)c1,-6%,4%,-2%,-2%[10 µM],-14%[9.22 µM],·,2%
COc1ccc(NC(=O)C2CCCN2C(=O)OCc2ccccc2)c(OC)c1 (stereo not drawn),-5%,-1%,3%,-13%[1.9 µM],-2%,-5%,10%[38.3 µM]
Cc1cc(S(=O)(=O)N2CCN(Cc3ccc4c(c3)OCO4)CC2)cc(C)c1N1CCCC1=O,-1%,5%,-5%,18%[10 µM],-15%,-3%,9%
O=C(OCC(=O)N1CCCCCC1)c1ccc([N+](=O)[O-])cc1Cl,1%,-3%,1%,-44%,17%,0%,6%

# Looked up above.
# `O=C(CCC(=O)Nc1nnc(C2CCCCC2)s1)NCC1CCCO1` (stereo not drawn) in GAA inh → 5%
# `Cc1cc(N)n2nc(C(F)(F)F)nc2n1` in GoLoco inh red → 32%[activator]
# `CCOc1ccc2nc(NC(=O)Cn3cnc4c3c(=O)n(C)c(=O)n4C)sc2c1` in GAA glycogen mod → 17%
# `Cc1cc(S(=O)(=O)N2CCN(Cc3ccc4c(c3)OCO4)CC2)cc(C)c1N1CCCC1=O` in IMPase Li cell → 9%

# Some of these compounds in order of the GoLoco inh red value, descending.
mol | aGlu spleen mod | GoLoco inh red | GAA glycogen mod | HTT aggregate | GAA inh | IMPase Li cell
CCOc1ccccc1NC(=O)Cn1c(=O)c2ccccc2n(CC)c1=O | -1% | 9% | 0% | -5% | -2% | 1%
CCCCN(Cc1cc2cccc(C)c2[nH]c1=O)S(C)(=O)=O | 7% | 4% | 5% | 23%[9.22 µM] | · | ·
COc1cc(OC)c(NC(=O)CC(C)=O)cc1Cl | 3% | -5% | -8% | 7% | -2% | -10%

# (list continues)
SMILES,aGlu spleen mod,GoLoco inh red,GAA glycogen mod,HTT cytoprotect,HTT aggregate,GAA inh,IMPase Li cell
Cc1ccc(-c2nc3ccccc3s2)cc1S(=O)(=O)N1CCCC1,-2%,7%,-8%,-25%,-3%,-6%,31%[activator][38.3 µM]
OCCNCCOc1ccccc1F,-1%,1%,5%,19%[10 µM],-1%,5%,3%
O=C(CCn1c(=S)oc2ccccc21)N1CCCCC1,·,9%,0%,-25%,3%,-2%,3%
Cc1cc(NC(=O)CCCN2C(=O)c3cccnc3C2=O)ccc1Br,-1%,-6%,8%,-24%,-7%,5%,-8%
Cn1c(C(=O)N2CCCC(C(=O)NCCCSC3CCCCC3)C2)cc2sccc21 (stereo not drawn),-7%,-1%,1%,-75%[inhibitor],-26%,-15%,-1%[38.3 µM]
Cc1c(NC(=O)c2ccc(N(C)S(=O)(=O)c3ccccc3)cc2)c(=O)n(-c2ccccc2)n1C,3%,3%,3%,-4%,4%,3%,4%
COc1ccc(-c2nc(CSCC(=O)N3CCc4ccccc43)c(C)o2)cc1OC,-4%,10%,10%,-31%,0%,4%,17%[38.3 µM]
Cc1cc(=O)c2ccccc2[nH]1,-3%,5%,?,-3%,-5%,9%,-8%[38.3 µM]
COCCn1c(NCc2ccc(C)cc2)nc2c1c(=O)[nH]c(=O)n2C,-13%,6%,1%,11%[10 µM],23%,0%,5%
CCc1noc(C)c1C(=O)N1CCCC1,-1%,2%,8%,0%[0.074 µM],1%,6%,1%
CCOC(=O)c1cnc2nc[nH]n2c1=O,-3%,10%,16%,-11%,-2%,?,3%
Cn1nc(OC(=O)Nc2cccc(Cl)c2)cc1C(F)(F)F,-9%,-3%,0%,12%[10 µM],-13%,-4%,19%[38.3 µM]
CCOc1ccc(-n2cccc2C=O)cc1,4%,3%,3%,1%[10 µM],-14%,0%,-4%
COc1cc(C(=O)NCc2nnc(SCC(=O)N3CCOCC3)o2)cc(OC)c1OC,2%,4%,14%,7%,13%,3%,-3%
Cc1ccc(C(=O)N(Nc2nc3ccccc3s2)C(=O)c2ccc(C)cc2)cc1,3%,-8%,-4%,-13%[10 µM],-1%,8%,3%
COc1ccc2cc(C(=O)C3CCCN(C(=O)c4csnn4)C3)ccc2c1 (stereo not drawn),-5%,2%,0%,-11%,-15%,11%,·
CCC(C)NC(=O)c1cn(C)c(=O)c2cc(OC)c(OC)cc12 (stereo not drawn),-2%,3%,7%,14%,1%,1%,9%[38.3 µM]
O=C(CSc1nnnn1-c1ccccc1)Nc1ncc(Cc2ccccc2Cl)s1,-2%,10%,10%,-13%[1.9 µM],12%,7%,2%
O=C(O)c1ccc(NC(=O)C2C3CCC(C3)C2C(=O)O)cc1 (stereo not drawn),-5%,2%,2%,24%,17%,-8%,-11%[38.3 µM]
COc1cc2c(C(=O)N3CCN(C4CCCCC4)CC3)cn(CC(C)C)c(=O)c2cc1OC,-30%,-16%,2%,-58%[inhibitor],?,-3%,11%[38.3 µM]
Cc1cc(SCC(=O)Nc2ncc(Cl)cc2Cl)nc2ccccc12,2%,13%,-1%,6%[10 µM],-3%,4%,-23%
CN1CCC(N(C)CC(C)(C)NS(=O)(=O)c2ccccc2)CC1,3%,0%,5%,0%[10 µM],3%[9.22 µM],·,·
O=C(c1ccc(F)cc1)C1CCN(CCn2c(=S)[nH]c3ccccc3c2=O)CC1,-8%&3%,15%&4%,-11%,-2%,17%,-5%[15.4 µM],20%
